# High-throughput results as filed in PubChem.
# p97 inhibitor: blocks human p97 ATPase activity; P55072; recombinant p97 ATPase, Kinase-Glo ATP luminescence, 3 h; inhibition, % at 8 µM; 0.42% of 220,000 active; AID 1481; in the data active = inhibition above about 15%;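 note: 0% = DMSO vehicle and 100% = wells lacking enzyme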
# MDM2 E3 inh: blocks human Mdm2 ubiquitin ligase activity; Q00987; AID 1230; cell-based MDM2 ubiquitination luciferase reporter, 2 h; 0 = plate control, 100 = twice control, blank-subtracted; signal enhancement, % at 5 µM; 0.11% of 210,000 active;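 active = signal enhancement of 30% or more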;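 note: luminescence tracks abundance of the self-degrading MDM2-luciferase fusion protein; higher signal means inhibition of MDM2 E3 ligase activity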
#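 Assay system: stable mammalian line carrying autodegrading MDM2–luciferase fusion reporter; amount: 2000 cells seeded into each well; buffer or medium: DMEM; benchmarks: plate control and blank wells; signal: luciferase luminescence; timing: 2 h compound exposure at 37 °C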
# Runt-SMMHC FRET: blocks binding of human RUNX1 Runt domain to CBFb-SMMHC; Cerulean-Runt/Venus-CBFb-SMMHC FRET ratio 530/480, 1 h; AID 1434; inhibition, % at 20 µM; Q01196+Q13951; 0.74% of 220,000 active;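 active = mean inhibition across duplicate retests at 20 µM reaching about 50%, limit read from the data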;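 note: 0% = DMSO wells and 100% = wells with excess untagged CBFb-SMMHC; inhibitors lower the FRET ratio by blocking Runt binding to CBFb-SMMHC; some results filed as inactive read as strong as hits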
# Target sequence (Q01196 whole entry, looked up, the tested form may be a part): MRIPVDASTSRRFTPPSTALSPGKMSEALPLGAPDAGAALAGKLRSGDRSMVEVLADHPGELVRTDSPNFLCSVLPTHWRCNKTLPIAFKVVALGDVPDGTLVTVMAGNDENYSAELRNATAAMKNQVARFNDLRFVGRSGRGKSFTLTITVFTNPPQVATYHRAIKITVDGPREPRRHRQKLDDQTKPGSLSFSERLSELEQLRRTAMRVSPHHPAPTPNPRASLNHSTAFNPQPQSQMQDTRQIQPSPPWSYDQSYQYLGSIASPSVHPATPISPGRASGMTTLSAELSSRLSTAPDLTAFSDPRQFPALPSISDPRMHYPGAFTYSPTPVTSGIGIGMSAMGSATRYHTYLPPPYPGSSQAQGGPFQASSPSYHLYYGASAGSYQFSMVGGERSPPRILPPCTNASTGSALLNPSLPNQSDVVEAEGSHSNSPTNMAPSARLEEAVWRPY
# Target sequence (Q13951 whole entry, looked up, the tested form may be a part): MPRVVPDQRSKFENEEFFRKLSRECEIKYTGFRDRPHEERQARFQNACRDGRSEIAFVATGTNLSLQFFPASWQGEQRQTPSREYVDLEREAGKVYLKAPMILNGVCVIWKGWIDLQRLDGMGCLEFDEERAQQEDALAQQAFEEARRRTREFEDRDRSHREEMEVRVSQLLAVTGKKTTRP
# NPY-Y1 antag: antagonists of human neuropeptide Y receptor Y1 | HEK293-CNG Y1 cells, membrane potential fluorescence; NPY at EC95, then isoproterenol | 1% of 200,000 active | inhibition, % at 3.6 µM | P25929;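 active = inhibition above the campaign mean inhibition of all tested compounds plus 3 SD, cut at about 20% in these data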;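 note: 0% = DMSO wells given NPY plus isoproterenol and 100% = isoproterenol alone without NPY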
#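 Material: HEK293 Y1/CNG channel cell line; also added: NPY (25 nM), isoproterenol (1 µM), Ro 20-1724 (25 µM); doses: one concentration, 3.6 µM, in 0.4% DMSO; schedule: compound incubation 1 h at room temperature, readout 45 min post-stimulation; technique: membrane potential fluorescence; measure: fluorescence ratio normalized to % inhibition between controls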
# Runt-CBFb FRET: Runt domain-CBFb interaction inhibition. Cerulean-Runt/Venus-CBFb FRET ratio 530/480, 1 h. 0.46% of 220,000 active. AID 1496. inhibition, % at 20 µM;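 active = inhibition over about 50% at 20 µM in the single-dose screen, limit read from the data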;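 note: 0% = DMSO wells and 100% = excess unlabeled CBFb competitor control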
#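 System: Cerulean-labeled Runt domain protein | Quantity: 100 nM of each labeled protein | Schedule: 1 h compound exposure, room temperature | Detection: Fluorescence energy transfer, 422 nm excitation, 530/480 nm emission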
# Hck-Nef inh: blocks Nef-activated human Hck kinase; P08631; Recombinant Hck-YEEI plus Nef, Z-Lyte FRET kinase assay; inhibition, % at 20 µM; 0.68% of 220,000 active; AID 463187;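 active = Hck-Nef kinase inhibition above about 50%, limit read from the data; inactive = inhibition below that limit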;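 note: 0% = DMSO with Hck plus Nef and 100% = Hck alone without Nef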
# NPY1 pot ag: potentiators or agonists of human neuropeptide Y receptor Y1; P25929; NPY-Y1 expressing cells, potentiator/agonist activation; activation, % at 3.6 µM; 0.37% of 220,000 active; in the data active = activation above about 33%, passing the limit was not always enough;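 note: cells stimulated with NPY at EC10 then isoproterenol at EC100; 0% = low agonist plus stimulus and 100% = saturating agonist plus stimulus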
# RBBP9 inh: blocks human serine hydrolase RBBP9; inhibition, % at 7.94 µM; recombinant RBBP9, FP-Rh probe fluorescence polarization; O75884; 0.2% of 220,000 active; AID 1515;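 active = inhibition above the campaign mean of all tested compounds plus 3 SD, cut at about 14% in these data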;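 note: plate controls were DMSO wells with RBBP9 for no effect and wells lacking RBBP9 protein for full effect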
#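 Measured by: FP readout at 525/598 nm; material: recombinant human RBBP9; also added: Serine-hydrolase probe FP-Rh, 375 nM pre-mixing; medium: Tris buffer pH 8.0, NaCl, Pluronic; replication: one well per compound; doses: one concentration, 7.94 µM nominal, 0.794% DMSO; timing: preincubation 30 min plus labeling 45 min at 25 °C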
# NPY-Y2 PAM-ag: potentiates or activates human NPY-Y2 receptor; cells expressing NPY-Y2, potentiator/agonist read-out; activation, % at 3.6 µM; 0.45% of 220,000 active; in the data active = activation above about 27%;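 note: cells stimulated with NPY near EC25 plus isoproterenol at EC100; 0% = vehicle plus submaximal agonist and 100% = vehicle plus saturating agonist; some results beyond the cut were filed as inactive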
# Target sequence (P49146 whole entry, looked up): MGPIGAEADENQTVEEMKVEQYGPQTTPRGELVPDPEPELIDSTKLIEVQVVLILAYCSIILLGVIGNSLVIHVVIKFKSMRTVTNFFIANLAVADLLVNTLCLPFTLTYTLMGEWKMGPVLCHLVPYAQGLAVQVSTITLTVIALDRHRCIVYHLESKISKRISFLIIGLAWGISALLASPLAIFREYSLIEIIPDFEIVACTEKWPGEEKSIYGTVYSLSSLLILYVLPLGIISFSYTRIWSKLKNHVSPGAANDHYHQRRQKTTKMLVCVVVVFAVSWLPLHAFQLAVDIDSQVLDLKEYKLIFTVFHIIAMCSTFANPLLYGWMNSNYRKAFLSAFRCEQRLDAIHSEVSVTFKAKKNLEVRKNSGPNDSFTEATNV
# Starred values were filed as active, the others as inactive; · = no result given; & = joins results of further samples. Only part of the results is shown (hit frequency here may not be typical).
SMILES,p97 inhibitor,MDM2 E3 inh,Runt-SMMHC FRET,NPY-Y1 antag,Runt-CBFb FRET,Hck-Nef inh,NPY1 pot ag,RBBP9 inh,NPY-Y2 PAM-ag
O=c1[nH]c(=S)n(Cc2ccc(F)cc2)c(O)c1/C=N/N1CCCCCC1,10.3,-15.1,8.4,0.0,5.2,0.0,-24.3,-0.3,-4.1
CCN(c1ccc(C(O)(C(=O)OC)C(F)(F)F)cc1)S(=O)(=O)c1ccc(C)cc1 (stereo not given),0.1,-9.0,-1.8,9.1,0.1,3.4,-5.3,-6.2,1.2
c1ccc2c(c1)CSc1ccccc1C2C1=NCCN1 (stereo not given),-2.8,-13.8,2.9,3.9,3.3,-0.2,-6.8,-5.3,-11.2
Cc1nc2ccccc2c(=O)n1-n1cnnc1,5.0,-25.3,-1.5,-1.8,-1.1,2.9,7.6,10.1,14.6
CCN(CC)CCN=Cc1c(O)n(Cc2ccco2)c(=O)[nH]c1=O,2.6,-8.5,-2.3,·,-0.5,0.7,0.4,-1.7,-12.8
O=C(N[C@H]1CP(=O)(Oc2ccccc2)O[C@H](COCc2ccccc2)[C@H]1O)C(Cl)(Cl)Cl (stereo not given in full),·,-13.4,-0.5,·,-0.4,24.8,·,·,·
CC(C(=O)c1c[nH]c2ccccc12)N1CCN(C(=O)c2ccco2)CC1 (stereo not given),6.7,-7.9,1.8,·,0.6,12.1,-7.5,-7.3,9.4
COC(=O)C1=CO[C@@H](C)[C@@H]2CN3CC[C@@]4(C(=O)Nc5ccccc54)[C@@H]3C[C@H]12,-5.4,·,-0.7,6.4,-2.2,-6.6,-22.7,-12.0,-10.1
Cn1nc(-c2ccc(OCC(=O)N3CCN(Cc4ccccc4)CC3)cc2)c2ccccc2c1=O,1.7&-0.7,-29.2&-6.5,1.2&-2.0,-1.8&-3.4,-2.1,0.6&1.4,5.0&-14.5,-0.2&-5.3,-2.2&4.3
CNC(=S)N(C)CCc1cc2c(c(OC)c1C=C1C(=O)NC(=O)NC1=O)OCO2,7.5,-14.4,2.6,·,8.4,3.8,18.0,-6.1,-0.3
O=C(Nc1ccccc1)c1cccn(Cc2ccccc2)c1=O,-0.7,-18.8,0.7,-2.5,2.0,-5.7,13.7,-6.1,9.3
COc1cccc(C(=O)C2CCCN(C3CCOCC3)C2)c1 (stereo not given),3.0,5.3,3.2,6.2,1.6,15.1,-3.5,-5.3,-2.3
Oc1ccccc1/C=N/NP(=S)(c1ccccc1)c1ccccc1,-6.0,-4.3,-4.3,1.9,-0.7,-21.2,-6.7,-9.8,7.5
CN1C2CCC1CC(OC(=O)c1ccc(Cl)cc1)C2 (stereo not given),3.5,-19.5,15.9,0.5,5.0,6.2,-17.8,-1.4,-3.8
O=C(NCC(c1cccnc1)N1CCN(c2ccccc2)CC1)Oc1ccccc1 (stereo not given),0.3,-5.9,3.9,0.2,-0.3,9.2,-7.3,-8.0,-5.6
c1ccc(CNc2c3c(nc4ccccc24)CCC3)cc1,-0.8,-33.9,3.4,·,1.8,10.0,-35.3,-2.0,-49.2
CC1(C)CSC(=NCc2ccccc2)N1,4.5,-15.0,1.0,6.1,2.2,-13.8,16.6,-6.5,19.0
O=C(CNC(=O)c1ccc(Br)cc1)Nc1ccc(Br)cc1C(=O)c1ccccc1,0.5,·,-0.8,15.1,-2.5,4.1,-2.2,-3.7,-0.8
CC(=NCCN1CCOCC1)c1c(O)n(-c2ccccc2C)c(=O)[nH]c1=O,8.1,-9.2,-49.4,-1.1,-1.0,6.6,-34.9,3.8,-14.5
CCN(CC)c1ccc(/C=C2/C(=O)NC(=O)N(Cc3ccco3)C2=O)cc1,-0.6,-25.0,6.2,9.2,34.7,1.4,-30.0,-3.0,5.6
O=C(O)CSC(=S)N1CC2CC(C1)c1cccc(=O)n1C2 (stereo not given),6.9,1.0,3.6,-1.4,-0.9,19.7,7.6,-0.7,11.2
NC(=O)OCCSc1nnc(-c2cccc(C(N)=S)c2)o1,-2.4,-6.6,9.2,1.8,-1.1,0.7,-8.9,-9.1,-3.1
CCCCOP(=O)(OCCCC)/C(C#N)=C(/C)O,-2.1,-10.8,3.1,2.5,1.1,-3.9,0.8,-7.5,2.5
CCC(=O)N1CCN(CCN=Cc2c(O)n(C)c(=O)n(C)c2=O)CC1,1.0,-4.4,-0.4,5.3,0.7,-0.9,9.8,-8.5,0.1
CCCCn1c(O)c(C(CC)=NCc2ccc3c(c2)OCO3)c(=O)[nH]c1=O,-7.6,-12.1,2.5,-3.5,0.8,0.4,-25.5,4.3,-19.9
CCc1ccc(CN2CCN(Cc3ccc(SC)cc3)CC2)cc1,-1.1,-42.8,1.4,1.6,-3.3,24.6,-19.1,1.9,-5.8
O=C1c2ccccc2C(=O)N1Cc1nc2ccccc2c(=O)n1-c1ccc(Br)cn1,3.2,-1.0,-3.9,8.0,-1.4,2.4,-3.2,1.4,-3.3
CCOC(=O)c1c(-n2c(C)cc(C=C3C(=O)NC(=S)NC3=O)c2C)sc2c1CCCC2,0.9,9.5,24.3,0.0,25.7,-3.1,21.4,3.9,7.7
CC(C)(C)c1ccc(C(=O)C2CCCN(Cc3ccon3)C2)cc1 (stereo not given),1.5,-15.4,1.7,9.7,-3.9,7.3,-0.2,10.3,-8.5
COc1ccc(OP(=O)(Nc2ccccc2)Nc2ccccc2)cc1,0.1,-13.2,-6.1,-1.5,0.1,1.2,7.5,1.4,7.4
CC(=NCc1cccnc1)c1c(O)n(-c2ccccc2)c(=O)[nH]c1=O,3.1,-7.6,3.1,-1.0,0.4,-0.2,11.9,-3.8,3.1
O=C(NC1CCCCC1)Oc1cc2oc(=O)sc2cc1Cl,-8.6,-13.1,9.7,·,37.9,8.6,-14.8,-0.2,-10.8
CC(NCc1cccc(Cl)c1Cl)C(O)c1ccccc1 (stereo not given),1.0,-9.3,1.8,-1.4,-4.7,2.1,-21.5,-0.7,11.1
CCCCCCn1c(=O)c(C(=O)Nc2c(C)n(C)n(-c3ccccc3)c2=O)c(O)c2ccccc21,3.0,·,-8.4,·,-12.5,22.4,2.7,4.7,13.2
CC(=NCc1cccnc1)c1c(O)n(C2CCCCC2)c(=O)[nH]c1=O,0.0,-9.0,-2.3,3.1,2.0,0.7,23.0,-4.1,5.9
C=CCn1c(O)c(C(CC)=Nc2ccc(N(CC)CC)cc2)c(=O)[nH]c1=O,-1.1,-2.4,-3.7,3.9,10.9,0.0,7.5,-5.1,-6.0
CCn1c(=O)cc(OCC(=O)N2CCC3(CC2)OCCO3)c2ccccc21,1.1,-7.6,1.3,-1.9,0.3,0.4,-26.0,3.1,-14.5
CCOP(=O)(Cc1cc(C(C)=O)c(C)o1)OCC,1.1,-16.8,0.8,·,5.7,-12.6,9.8,1.2,-2.4
Cc1[nH]c2ccccc2c1CCN,-2.8,·,·,-0.7,·,-1.0,-29.1,-11.4,-5.8
O=C(N/N=C1/CN2CCC1CC2)c1cc2ccccc2cc1O,4.3,-1.3,-131.7,1.9,·,-1.6,20.9,-0.8,4.5
N#CC1=C(N)Oc2c(c(=O)oc3ccccc23)C1c1cccnc1 (stereo not given),-5.0,-22.5,-8.9,5.0,-3.1,-6.4,-16.7,-7.8,5.0
Cc1cccc(N2C(=O)NC(=O)/C(=C\c3cnn(-c4ccccc4)c3)C2=O)c1,2.6,1.1,5.0,-2.0,8.6,5.2,7.3,-6.7,-5.7
COc1ccc(OC)c(-n2c(O)c(/C=C3\C(C)=Nc4ccccc43)c(=O)[nH]c2=O)c1,5.4,-20.7,0.3,·,1.1,20.6,7.4,-6.6,-15.7
C1CNC2NCCNC2N1 (stereo not given),3.1,-4.2,3.8,-3.6,-2.0,-1.1,11.0,-0.1,2.2
COc1cccc([C@@]2(O)CCCC[C@@H]2CN(C)C)c1,3.2&2.8,1.7,-1.5&-0.9,2.9,0.3&0.9,4.0,0.3&16.2,6.8&-11.9,-12.6&11.0
O=C(OCC(=O)c1ccc([N+](=O)[O-])cc1)/C(=C/c1ccc(Cl)cc1)NC(=O)c1ccccc1,2.1,-11.9,2.9,-0.3,9.6,0.7,-16.8,5.4,-5.0
Cc1ccc(C)c(Cn2c(C(=O)O)c(C=O)c3ccccc32)c1,1.7,-15.0,1.2,1.1,-1.3,1.9,1.8,6.4,2.5
COc1nc(NCC2CCCO2)nc(N2CC3CC(C2)c2cccc(=O)n2C3)n1 (stereo not given),7.0,·,1.9,·,0.0,23.7,15.1,-1.7,-1.9
COc1cc(/C=C/[N+](=O)[O-])ccc1O,2.3,·,4.6,-1.9,5.9,6.6,4.3,-8.9,2.5
O=C1NC(=O)C(=C/C=C/c2coc3ccc(Br)cc3c2=O)C(=O)N1,-0.8,-6.0,-241.6,·,-34.7,24.5,-10.8,-17.6,-2.5
O=C1NC(=O)C(CCc2ccncc2)(CCc2ccncc2)C(=O)N1CCc1ccc(F)cc1,2.6,-18.2,0.2,-7.1,0.2,29.3,13.4,-3.7,7.2

# Reprinted at random: five entries already listed.
SMILES,p97 inhibitor,MDM2 E3 inh,Runt-SMMHC FRET,NPY-Y1 antag,Runt-CBFb FRET,Hck-Nef inh,NPY1 pot ag,RBBP9 inh,NPY-Y2 PAM-ag
CCN(CC)c1ccc(/C=C2/C(=O)NC(=O)N(Cc3ccco3)C2=O)cc1,-0.6,-25.0,6.2,9.2,34.7,1.4,-30.0,-3.0,5.6
O=C(NC1CCCCC1)Oc1cc2oc(=O)sc2cc1Cl,-8.6,-13.1,9.7,·,37.9,8.6,-14.8,-0.2,-10.8
O=C(O)CSC(=S)N1CC2CC(C1)c1cccc(=O)n1C2 (stereo not given),6.9,1.0,3.6,-1.4,-0.9,19.7,7.6,-0.7,11.2
CCN(c1ccc(C(O)(C(=O)OC)C(F)(F)F)cc1)S(=O)(=O)c1ccc(C)cc1 (stereo not given),0.1,-9.0,-1.8,9.1,0.1,3.4,-5.3,-6.2,1.2
CCOC(=O)c1c(-n2c(C)cc(C=C3C(=O)NC(=S)NC3=O)c2C)sc2c1CCCC2,0.9,9.5,24.3,0.0,25.7,-3.1,21.4,3.9,7.7

# Only Runt-CBFb FRET, Hck-Nef inh and NPY1 pot ag, for 2 of the compounds above:
molecule	Runt-CBFb FRET	Hck-Nef inh	NPY1 pot ag
COc1cccc([C@@]2(O)CCCC[C@@H]2CN(C)C)c1	0.3&0.9	4.0	0.3&16.2
O=C(OCC(=O)c1ccc([N+](=O)[O-])cc1)/C(=C/c1ccc(Cl)cc1)NC(=O)c1ccccc1	9.6	0.7	-16.8
